HT1080 cytotoxicity: cytotoxicity in HT1080 fibrosarcoma cells, cell-based, fluorescence readout (AID 620). HT1080 viability, fluorescence; higher % means a stronger effect. 87,000 compounds, 0.42% hits. cytotoxicity, % at 10 µM, or EC50 in µM where a hit was titrated; in the data active = cytotoxicity above about 50%;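 note: cells exposed to compound overnight then 4 h with Alamar Blue; 0% = vehicle DMSO and 100% = killing control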
Numbers without * were called inactive.

SMILES	HT1080 cytotoxicity
CCc1cc2c(=O)c(-c3nc4ccccc4n3C)c(COCC(=O)O)oc2cc1OC(=O)C(C)(C)C	-16%
Cc1ccc(N(C)S(=O)(=O)c2ccc(C)cc2)cc1	-4%
Cc1cc(C)nc(SCC(=O)Nc2ccc(S(=O)(=O)NC(C)(C)C)cc2)n1	-4%
CCOC(=O)c1[nH]cnc1C(=O)NC(C)C	2%
O=C(Cc1ccccc1)Nc1ccc(N2CCCC2)cc1	-5%
COc1ccc(C(C)=O)cc1CN(C)C	-6%
CC(=O)Nc1ccc(OCC(O)CN2CCN(c3ccc(Cl)cc3)CC2)cc1 (stereo unspecified)	15%
COc1ccc(N/N=C(/Oc2ccc([N+](=O)[O-])cc2)C(C)=O)cc1	5%
O=C(Nc1ccc2c(c1)CCC2)c1cccc(S(=O)(=O)N2CCN(c3ccc(F)cc3)CC2)c1	-10%
CCOC(=O)C(CC)n1nc(C)n2c(cc3occc32)c1=O (stereo unspecified)	-7%
COc1c2c(nc3ccccc13)OC(C(C)(O)CO)C2 (stereo unspecified)	3%
CC(C)CCNC(=O)CN(C(=O)CCC(=O)Nc1ccccn1)c1ccc2c(c1)OCCO2	4%
Clc1ccc2c(c1)c1cc(Cl)ccc1n2CN1CCOCC1	-16%
Cc1cc(C)n(-c2nc(NCC(C)O)c3c4c(sc3n2)COC(C)(C)C4)n1 (stereo unspecified)	-8%
CC(C)Oc1cccc(-c2cc(C(=O)N3CCN(c4ncccn4)CC3)c3ccccc3n2)c1	-17%
Cc1ccc(OCCSc2nnc(-c3cccs3)n2C)cc1	7%
CCOC(=O)Nc1ccc2c(c1)N(C(=O)CCN1CCN(CCO)CC1)c1ccccc1CC2	0%
O=C(CSCc1cnn(-c2ccccc2)c1-n1cccc1)N1CCN(Cc2ccccc2)CC1	-29%
COc1ccc(Cc2c[nH]c(=O)[nH]c2=O)cc1	1%
CC1CC(C)CN(CC(=O)Nc2ccc3c(c2)OCCO3)C1 (stereo unspecified)	-17%
NNC(=O)Cc1cn(-c2ncc(C(F)(F)F)cc2Cl)c2ccccc12	1%
COc1ccc(S(=O)(=O)N(C)CC(=O)NCc2cccnc2)cc1OC	1%
O=C(Nc1ccccc1)N1CCN(c2ncccn2)CC1	-15%
O=C(CCCSc1ccccc1)Nc1nc(-c2ccccn2)cs1	-4%
CCOC(=O)c1sc(C)c(C(=O)NCC(C)(C)CN(C)C)c1N	-9%
CCOC(=O)CP(=O)(c1ccccc1)c1ccccc1	-1%
O=C(NCc1ccco1)C1CCCN1S(=O)(=O)c1ccc2ccccc2c1 (stereo unspecified)	8%
O=C(c1ccc(S(=O)(=O)N2CCC(c3nc4ccccc4s3)CC2)cc1)N1CCCCC1	-12%
COc1ccc(CC(C)N2CCN(c3ccccc3)CC2)cc1OC (stereo unspecified)	-2%
CC(Oc1ccc(Cl)cc1)c1ccnn1S(C)(=O)=O (stereo unspecified)	-3%
Cc1cc(C)n(C(=O)CNC(=O)C(c2ccccc2)c2ccccc2)n1	2%
COC(=O)c1ccc2c(=O)n(NC(=O)C(c3ccccc3)c3ccccc3)c(=S)[nH]c2c1	11%
COC(=O)c1ccc(Cn2nc(C(F)(F)F)cc2C)cc1	-6%
O=C(COC(=O)c1ccc(S(=O)(=O)N2CCc3ccccc3C2)cc1)NC(=O)NCc1ccco1	11%
Nn1c(SCC(=O)N2CCOCC2)nnc1-c1ccccc1Cl	-3%
CCOc1ccc(S(=O)(=O)Nc2cccc(OC)c2)cc1	23%
COC(=O)[C@@]1(Cc2ccc(F)cc2)[C@@H]2[C@@H](CC(=O)[C@H]2CC(=O)C(=O)N(C)C)CN1C(=O)c1ccccc1	-14%
Cc1ccc(-c2onc3ccc(C=O)cc23)cc1	-3%
O=C(c1cc(-c2cccs2)nc2ccccc12)N1CCN(S(=O)(=O)c2ccccc2)CC1	2%
CCCCCC1=C2CNC(CC(C)C)(C(=O)OC)C=C2C(C)C1=O (stereo unspecified)	-32%
Cc1[nH]n(-c2ccc([N+](=O)[O-])cc2)c(=O)c1C=NCCN1CCN(C(=O)c2ccccc2F)CC1	-5%
CCN(C(C)=O)c1cccc2ccccc12	0%
COc1ccc(NC2=NCC(=O)N2Cc2cccs2)cc1	8%
Cc1ccc(C(=O)Nc2ncc(C)s2)o1	19%
CCCCNc1nc(-c2ccccc2)cc(C(F)(F)F)c1C(N)=O	1%
Cc1sc2ncn(CC(=O)NCCN3CCOCC3)c(=O)c2c1S(=O)(=O)N1CCC(C)CC1	2%
COc1ccc(-n2c(Cc3ccccc3)nnc2SCC(=O)N2CCCc3ccccc32)cc1	3%
CCOc1ccc(Br)cc1C1C(C(=O)OC)=C(N)Oc2cc(N(C)C)ccc21 (stereo unspecified)	46%
O=C(CC12CC3CC(CC(C3)C1)C2)Nc1cccc2ncccc12	-6%
CC(C)OC(=O)CSc1nnc(-c2ccccc2)n1N	-9%
COc1ccc(S(=O)(=O)Nc2cc(C)ccn2)cc1	9%
CC(C)(C)C(=O)Nc1nc(=S)ss1	1%
CCOC(=O)C1=C(C)NC2=C(C(=O)C(C(=O)OCC)C(c3ccccc3OC)C2)C1c1ccccn1 (stereo unspecified)	3%
N#CC1=C(N)Oc2n[nH]c(-c3ccccn3)c2C1c1c(F)cccc1Cl (stereo unspecified)	49%
O=C1Nc2ccccc2C(O)(C(=O)NCc2ccc3c(c2)OCO3)N1c1ccc(Cl)c(Cl)c1 (stereo unspecified)	-4%
O=C(Cn1nc(-c2cccc([N+](=O)[O-])c2)c2ccccc2c1=O)Nc1cccnc1	-9%
COC(=O)Nc1nnc(Cc2ccc(Cl)cc2)s1	-5%
Cc1cc(N2CCN(c3ccccc3)CC2)nc(N)n1	-15%
Cc1nn(C)cc1C=NCCOCc1ccccc1	12%
C=CCc1c(C)nc(SC)nc1Nc1ccccc1	-8%

In another format: 19 of the compounds above
Molecule,HT1080 cytotoxicity
O=C(c1cc(-c2cccs2)nc2ccccc12)N1CCN(S(=O)(=O)c2ccccc2)CC1,2%
CCCCCC1=C2CNC(CC(C)C)(C(=O)OC)C=C2C(C)C1=O (stereo unspecified),-32%
Cc1[nH]n(-c2ccc([N+](=O)[O-])cc2)c(=O)c1C=NCCN1CCN(C(=O)c2ccccc2F)CC1,-5%
CCN(C(C)=O)c1cccc2ccccc12,0%
COc1ccc(NC2=NCC(=O)N2Cc2cccs2)cc1,8%
Cc1ccc(C(=O)Nc2ncc(C)s2)o1,19%
CCCCNc1nc(-c2ccccc2)cc(C(F)(F)F)c1C(N)=O,1%
Cc1sc2ncn(CC(=O)NCCN3CCOCC3)c(=O)c2c1S(=O)(=O)N1CCC(C)CC1,2%
COc1ccc(-n2c(Cc3ccccc3)nnc2SCC(=O)N2CCCc3ccccc32)cc1,3%
CCOc1ccc(Br)cc1C1C(C(=O)OC)=C(N)Oc2cc(N(C)C)ccc21 (stereo unspecified),46%
O=C(CC12CC3CC(CC(C3)C1)C2)Nc1cccc2ncccc12,-6%
CC(C)OC(=O)CSc1nnc(-c2ccccc2)n1N,-9%
COc1ccc(S(=O)(=O)Nc2cc(C)ccn2)cc1,9%
CC(C)(C)C(=O)Nc1nc(=S)ss1,1%
CCOC(=O)C1=C(C)NC2=C(C(=O)C(C(=O)OCC)C(c3ccccc3OC)C2)C1c1ccccn1 (stereo unspecified),3%
N#CC1=C(N)Oc2n[nH]c(-c3ccccn3)c2C1c1c(F)cccc1Cl (stereo unspecified),49%
O=C1Nc2ccccc2C(O)(C(=O)NCc2ccc3c(c2)OCO3)N1c1ccc(Cl)c(Cl)c1 (stereo unspecified),-4%
O=C(Cn1nc(-c2cccc([N+](=O)[O-])c2)c2ccccc2c1=O)Nc1cccnc1,-9%
COC(=O)Nc1nnc(Cc2ccc(Cl)cc2)s1,-5%

More records
SMILES	HT1080 cytotoxicity
COc1ccc2nc(-c3ccco3)c(-c3ccco3)nc2c1	-6%
CCOC(=O)C1=NN(c2ccc(OC)cc2)C(c2ccccc2)CC1=O (stereo unspecified)	10%
CCCn1c2c(c(O)c(C(=O)NCCCN(CC)CC)c1=O)CCCC2	3%
CC1CC(C(F)F)n2nc(C(=O)O)cc2N1 (stereo unspecified)	1%
Cc1cc(N2CCN(c3ccc(F)cc3)CC2)nc(-c2ccccc2)n1	-16%
Cc1cccc(CC2S/C(=N/c3ccccn3)NC2=O)c1 (stereo unspecified)	10%
CCN=C1SC(CC(=O)NCC)C(=O)N1CC (stereo unspecified)	2%
C=CCc1ccc(OCC(O)COc2ccc(CC=C)cc2OC)c(OC)c1	-2%
COc1ccc(CNC(=O)c2c(N)n(CCCN3CCOCC3)c3nc4ccccc4nc23)cc1	15%
Cn1cnnc1SCC(=O)Nc1c(F)cc(F)cc1Br	0%
Cc1onc(-c2ccccc2)c1C(=O)NCC1COc2ccccc2O1 (stereo unspecified)	-4%
COC(=O)CN1C(=O)C(O)=C(C(C)=O)C1c1ccc([N+](=O)[O-])cc1 (stereo unspecified)	12%
COc1ccc(C)cc1NS(=O)(=O)c1ccc(Br)s1	20%
O=C(/C=C/c1ccccc1)N1CCN(Cc2nc3ccccc3c(=O)[nH]2)CC1	-4%
CCOc1ccc(CCNC(=O)c2cccc(N3CCCC3=O)c2)cc1OCC	-3%
CCOC(=O)NC(c1cccc(Cl)c1)C1CCCCCC1=O (stereo unspecified)	-11%
CC(=O)Nc1ccc(C(=O)n2cnc3cc(C)c(C)cc32)cc1	-7%
CCC(CC)C(=O)Nc1cccc(S(=O)(=O)c2cccc(NC(=O)C(CC)CC)c2)c1	-10%
O=c1nc2sc3ccccc3n2c(=O)n1-c1cccc(Cl)c1	-21%
CCCCC(=O)NC(c1cccc([N+](=O)[O-])c1)c1c(OC(C)=O)ccc2ccccc12 (stereo unspecified)	-3%
Cc1cc(N2CCCCC2)nc2ccc(NC(=O)c3ccc(Br)o3)cc12	-4%
CC(C)NC(=O)c1ccc2c(c1)S(=O)(=O)c1ccccc1C2=O	-21%
OC(COCc1ccc2c(c1)OCO2)CN1CCN(Cc2ccccc2)CC1 (stereo unspecified)	-6%
CCOc1cccc(N2C(=O)CC(N3CCN(c4ccc(S(=O)(=O)CC)cc4)CC3)C2=O)c1 (stereo unspecified)	3%
CCC1(CC)Cc2ccccc2C(Nc2c(C)n(C)n(-c3ccccc3)c2=O)=N1	17%
Nc1nc(-c2ccc(Cl)cc2)cn1N	-8%
Cc1ccccc1OCC(O)Cn1c(NCc2ccccc2)nc2c1c(=O)[nH]c(=O)n2C (stereo unspecified)	-28%
COc1ccc(NC(=O)CN2C(=O)c3cccc4cccc2c34)c(OC)c1	-4%
COC(=O)c1coc(-c2ccc(OC)cc2)c1C(=O)OC	-8%
COc1ccc(Nc2nc(N)nc(CSc3nccc(C)n3)n2)cc1	-8%
COc1ccc(NC(=S)N/C(=N/CS(=O)(=O)c2ccccc2)c2ccccc2)cc1	-17%
Cc1nc2nc(-c3ccc(Cl)cc3)[nH]n2c(=O)c1Cc1ccccc1	1%
CCc1c(C)nc2ncnn2c1Nc1ccc(C(C)=O)cc1	-9%
CCn1c(=O)n(CC)c2cc(S(=O)(=O)N3CCCCC3)c(C)cc21	13%
CCCC(=O)C1CCN(Cc2ccccc2)CC1	17%
COC(=O)c1cccc(C23CC4(C2)[C@H](CN(Cc2ccc(C(F)(F)F)cc2)[C@@H]4c2ccccc2)C3c2ccc(C(F)(F)F)cc2)c1 (stereo partly specified)	-14%
CC(=O)Nc1sc2c(c1C(N)=O)CCC2	8%
O=[N+]([O-])c1ccc(N2CCN(c3nc(-c4ccc(Cl)cc4)cs3)CC2)cc1	-6%
CCOc1ccc(OCCSc2nc3ccccc3[nH]2)cc1	-5%
Cc1cnc(NC(=O)CSc2ccc(Cl)cc2)s1	-17%
CC(=O)N1CCN(c2ccccc2NC(=O)COc2ccc(Br)cc2)CC1	6%
COc1ccc(Cc2nc(C(=O)Nc3ccc(F)cc3)cs2)cc1	32%
CCOc1ccc(C(=O)NCC(=O)OCC(=O)Nc2ccccc2OC)cc1	-3%
Cc1cc(OCC(=O)Nc2ccncc2)cc(C)c1Br	-7%
COC(=O)[C@H]1C[C@@H]1[C@H](NC(=O)Oc1ccc(F)cc1)c1ccccc1	4%
CCC/C=C(\CCC)C(NP(=O)(c1ccccc1)c1ccccc1)c1ccc(-c2ccccc2)cc1 (stereo unspecified)	-2%
CCCCNC(=O)C1CCCN1C(=O)NC1CCCCC1 (stereo unspecified)	-8%
O=[N+]([O-])c1ccc(-c2csc3[n+]2CCS3)cc1	-10%
CC1CCN(CCCCOc2ccc(C(=O)c3ccccc3)cc2)CC1	0%
O=C(Nc1nnc(CC(c2ccccc2)c2ccccc2)s1)c1ccco1	-22%
Cc1noc2ncnc(Sc3c(Cl)cccc3Cl)c12	10%
COc1ccc(NC(=O)C2CCC(N3C(=O)C4C5C=CC(C5)C4C3=O)CC2)cc1 (stereo unspecified)	0%
CCCC(C1=C(O)CC(C)(C)CC1=O)C1C(=O)CC(C)(C)CC1=O (stereo unspecified)	4%
CCC1=C2CC[C@H]3C(=O)N(CC)C(=O)[C@H]3[C@H]2[C@@]2(Cc3ccccc3)C(=O)N(CC3CC3)C(=O)N2C1=O	3%
O=C(CCS(=O)(=O)c1cccc2nsnc12)NCc1ccccc1Cl	1%
CN(c1cccc(NC(=O)COc2ccc(Cl)cc2Cl)c1)S(C)(=O)=O	2%
Cc1ccc(SCCC(=O)OCC(=O)Nc2ncc(Cl)cc2Cl)cc1	-8%
CC(Sc1cnc2ccccc2n1)C(=O)O (stereo unspecified)	23%
Cc1nn(C)c(C)c1CN(C)S(=O)(=O)c1ccc2ccccc2c1	0%
CC(=NCc1ccncc1)C1=C(O)c2ccccc2C1=O	8%
CC(C)CC(O)(CC(C)C)C(=O)NNc1ccccc1	5%
COc1ccc(S(=O)(=O)N(C)Cc2cccs2)cc1Br	-17%
O=C(N/N=C/c1ccc(OCc2ccccc2)cc1)c1cccs1	-8%

This is a subset; the hit share may differ from the screen's.
